FEN1 inh: inhibitors of human flap endonuclease 1; P39748; Recombinant FEN1 flap cleavage, fluorescence, 15 min; Potency, µM (series often up to 114 µM), inactives show at the highest dose activity change, negative = inhibition, usual class: inhibitors; 390,000 compounds, 0.35% hits; AID 588795; also: nearly all actives have a fitted effect of over 65% in size
Target sequence (P39748 whole entry, looked up): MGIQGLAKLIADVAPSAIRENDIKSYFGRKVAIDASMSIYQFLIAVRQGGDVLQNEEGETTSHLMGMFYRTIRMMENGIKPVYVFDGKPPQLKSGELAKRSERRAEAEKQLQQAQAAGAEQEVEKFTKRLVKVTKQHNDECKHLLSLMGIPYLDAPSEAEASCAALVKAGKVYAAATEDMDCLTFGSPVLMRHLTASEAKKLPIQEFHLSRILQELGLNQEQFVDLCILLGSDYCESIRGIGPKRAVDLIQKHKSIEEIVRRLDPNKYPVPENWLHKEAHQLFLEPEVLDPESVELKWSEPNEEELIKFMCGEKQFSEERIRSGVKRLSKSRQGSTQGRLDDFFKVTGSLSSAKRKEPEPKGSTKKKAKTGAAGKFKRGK
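Nuclease activity of 10 nM FEN1 was measured after 15 min of room-temperature exposure to titrated compounds, by adding 50 nM flap substrate and reading plates at 0 and 15 min.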
N370S GC mod: N370S glucocerebrosidase modulation, Gaucher chaperone candidate. N370S GC spleen homogenate, 4MU-glucoside fluorescence. Potency, µM (highest dose often 59.4 µM), without a hit: top-dose activity change, negative = inhibition, hits mostly inhibitors. 330,000 compounds, 0.092% hits. AID 2101;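 also: 0% = full enzyme activity and -100% = no enzyme basal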
GCN5L2 inh: inhibitors of human GCN5L2 histone acetyltransferase; GCN5L2 HAT assay, ThioGlo1 CoA-SH fluorescence; 390,000 compounds, 0.21% hits; Potency, µM (titrated, usually from 58.9 µM), for inactives: top-dose activity change, negative = inhibition, usual class: inhibitors
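Enzyme at 20nM final was mixed with library compounds for 15 min at room temperature. Peptide H3(1-25) at 75uM, acetyl-CoA at 70uM and ThioGlo1 at 50uM were then added. Plates were read immediately and after 20 min (Ex340nm/Em540nm).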
* hit, by the source's call; ? = inconclusive; . = not tested or not shown; & = joins results of further samples; [ ] = another dose, or the depositor's remark. Calls follow the shape of the dose curve; as a rule, active = well fitted curve in the direction sought with a large enough effect; inconclusive = small, poorly fitted or top-dose-only effect, or another doubt; inactive = no such curve, though single readings can be large; an effect the other way counts as inactive or inconclusive. Unless noted, % is scaled to controls: 0 for no effect and ±100 for the full control effect; potency is read from the fitted curve at half-maximal effect. Rows were taken by chance; about 0.54% have a hit in one of these screens.

FEN1 inh	N370S GC mod	smiles	GCN5L2 inh
-5%	25%	O=C(NCc1ccco1)c1cnn2c1NC(c1ccc(Br)cc1)CC2C(F)(F)F (stereo not drawn)	-6%
-5%	-5%	CN(Cc1ccc(Cl)cc1Cl)C(=O)CN1C(=O)NC2(CCCC2)C1=O	-4%
-2%	.	CCOc1ccccc1NC(=O)c1c(NC(=O)c2ccncc2)sc2c1CCC(C(C)(C)C)C2 (stereo not drawn)	-3%
0%	22%	CC1(c2nnc(-c3ccncc3)o2)CC(c2ccc([N+](=O)[O-])cc2)=NO1 (stereo not drawn)	23%
-4%	-7%	O=C(O)c1ccc(N2CC3CC(C2)c2cccc(=O)n2C3)c(NC(=S)Nc2ccc(Br)cc2)c1 (stereo not drawn)	-12%
3%	-14%	O=C(NCCN1CCOCC1)c1ccc(Cl)c(S(=O)(=O)N2CCCC2)c1	-2%
-20%	.	Cc1nn(-c2nc(-c3ccc(F)cc3)cc(C(F)(F)F)n2)c(C)c1Br	4%
6%	-6%	COc1ccc(C)cc1NC(=O)NNC(=O)c1ccoc1C	-17%
-19%	.	COc1cccc(Cn2cc(C(=O)c3ccc(Cl)cc3)c(=O)c3ccccc32)c1	-3%
8%	17%	C=CCN(CC=C)S(=O)(=O)c1ncn[nH]1	7%
.	-9%&8%&-6%	C=CCc1ccc(O)c(OC)c1	3%[0.501 µM]
16%	-4%	COCC(=O)N1CCC(Oc2ccc(C(=O)N3C[C@@H](C)O[C@@H](C)C3)cc2)CC1	-4%

Other entries.
FEN1 inh	N370S GC mod	smiles	GCN5L2 inh
15%	5%	O=C(CSC(=S)N1CCOCC1)Nc1nc(-c2ccccc2)c(-c2ccccc2)o1	1%
-10%	-5%	CC(=O)N[C@@H](Cc1c[nH]c2ccccc12)C(=O)NC1CCCc2ccccc21 (stereo partly drawn)	-6%
0%	-13%	COC(=O)c1sc(S(=O)(=O)NCC(=O)O)c(C(=O)OC)c1C	0%
-13%	-2%	Cc1ccc(NS(=O)(=O)c2cccs2)nc1	2%
12%	-16%	CC1CCN(S(=O)(=O)c2ccc3c(c2)c(=O)c(C(=O)N2CCCCC2)cn3C)CC1	-20%
-2%	-29%	Cc1cc(C)cc(N(CCC(=O)O)S(=O)(=O)c2ccc3ccccc3c2)c1	-2%
-6%	-1%	O=C(O)c1[nH]c2ccccc2c1C=NCc1ccccc1Cl	2%
7%	0%	CN(C)c1ccc(-n2cccc2/C=C2/SC(=Nc3ccc(F)cc3)NC2=O)cc1	-1%
-4%	0%	COc1cc(OC)cc(C(=O)NC(=S)Nc2ccc(N3CCCC3)cc2)c1	-9%
2%	.	COc1cccc(NC(=O)Cn2c(=O)n(CCc3ccccc3)c(=O)c3c4c(sc32)CN(C(C)=O)CC4)c1	-7%
1%	-2%	CN(C)N1C(=O)CC(N2CCCC2)C1=O (stereo not drawn)	-9%
-6%	5%	CCCn1c(=O)c2ccccc2n2c(SCC(=O)/C(C#N)=C(\C)N)nnc12	-2%

Continuation.
FEN1 inh	N370S GC mod	smiles	GCN5L2 inh
-19%	3%	COc1ccc(C)c2sc(=NC(=O)c3ccc(C(C)=O)cc3)n(C)c12	-7%
-16%&-12%	-13%	CCn1cc(C(=O)NCCCN2CCC(C)CC2)c(=O)c2cc(S(=O)(=O)N(C)C3CCCCC3)ccc21	-8%&1%
-6%	.	Cc1cccc(CSc2nc(=O)c3c(n2C)NC(=O)CC3c2cc(F)cc(F)c2)c1 (stereo not drawn)	-5%
-9%	-2%	Cc1ccc(NC(=O)[C@@H]2CCCN2C(=O)[C@@H]2Cc3ccccc3CN2)c(C)c1	-5%
0%	2%	CCOC(=O)CC1C(=O)NCCN1Cc1cccc(OC)c1 (stereo not drawn)	-3%
-12%	-3%	COc1ccc(-n2nc(C(=O)NCC(=O)NCC3CCCO3)c3ccccc3c2=O)cc1Cl (stereo not drawn)	4%
-2%	23%	CCc1c(O)nc(SCC(=O)Nc2ccc3c(c2)CCC3)[nH]c1=O	0%
-4%	-11%	Fc1ccc(CNC(=S)NCc2ccccc2)cc1	-2%
6%	6%	Cc1ccccc1OCCCC(=O)Nc1nccs1	1%
-1%	.	COc1cccc(CSc2nc3n(n2)C(CC(C)C)C(C(=O)Nc2ccccc2C)=C(C)N3)c1 (stereo not drawn)	-8%
3%	0%	CC1(C)Cc2nc3oc4c(=O)n(CC(=O)Nc5ccc(Cl)cc5)cnc4c3cc2CO1	-18%
-4%	6%	C=CCn1c(CSc2nc3ccccc3s2)nnc1SCC(=O)NCc1ccccc1	-9%

Further records:
FEN1 inh	N370S GC mod	smiles	GCN5L2 inh
-7%	7%	COc1ccc(-c2csc(C)n2)cc1	-4%
3%	.	CCCCn1c(N)c(N(CC)C(=O)C2CCCC2)c(=O)[nH]c1=O	2%
-3%	4%	COc1ccc2[nH]c3nc(SC(C)C)nnc3c2c1	-11%
-8%	-2%	CC(NC(=O)c1cc(S(=O)(=O)N(C)C)ccc1Cl)c1ccc(-n2ccnc2)cc1 (stereo not drawn)	-20%
-19%	-2%	Cc1ccc(C)c(N2CCN(C(=O)CCS(=O)(=O)c3ccc4c(c3)CCN4C(=O)C3CC3)CC2)c1	-4%
1%	.	CC(C)=CCC/C(C)=C/CNC(=O)C[C@H]1C[C@H](C(=O)N2CCOCC2)[C@@]2(CCC3CCCC3)c3[nH]c4cc(-c5ccco5)ccc4c3CCN2C1=O	-16%
-13%	-10%	Nc1nc(-c2ccc(Cl)cc2)c(N=Nc2ccc(S(=O)(=O)N3CCOCC3)cc2)s1	2%
6%	-13%	CC(C)NC(=O)COC(=O)c1ccc(NS(=O)(=O)c2ccc3c(c2)OCCO3)cc1	-1%
4%	-3%	COc1ccc(N2CCN(C(=O)c3cc(N4C(=O)C5C6CCC(C6)C5C4=O)ccc3Cl)CC2)cc1 (stereo not drawn)	3%
-5%	7%	Cc1c(NC2(c3nnnn3-c3ccc(Br)cc3)CCCCC2)c(=O)n(-c2ccccc2)n1C	0%
12%	.	COc1ccccc1CNC(=O)C(=O)NCC(c1ccco1)S(=O)(=O)c1ccc(F)cc1 (stereo not drawn)	-2%
-36%	.	Cc1cccc(-n2ncc(C(=O)N3CCN(c4ccc(Cl)cc4)CC3)c2C2CCN(C(=O)OC(C)(C)C)CC2)c1	-5%

Continued:
FEN1 inh	N370S GC mod	smiles	GCN5L2 inh
4%	.	COc1ccccc1NC(=O)CSc1nc(-c2cccc(Cl)c2)nc2c1Cc1c(CO)cnc(C)c1O2	0%
19%	-12%	CN(Cc1ccccc1)C(=O)C1CCCN(Cc2ccc(Cl)cc2)C1 (stereo not drawn)	-1%
4%	1%	CCCc1ccc(OCc2ccc(C(=O)Nc3cccc(C)n3)o2)c(OC)c1	-3%
-18%	1%	Clc1ccccc1CN1CCSCC1	-11%
-3%	-9%	Cc1ccc(OC/C(=N\O)C(C)(C)C)c([N+](=O)[O-])c1	1%
12%	-2%	CC(NC(=O)c1ccc(Cl)cc1)c1nnc(SCC(=O)NC2=NCCS2)n1C (stereo not drawn)	-1%
-4%	.	CC(C)OCCCNc1ncnc2sc3c(c12)CCCC3	-6%
-7%	4%	COC(=O)CSc1nc2cc(C)ccc2cc1C#N	-3%
0%	-5%	COc1ccc(CNC(=O)c2cc(C)nc3ccccc23)cc1OC	-14%
-9%	.	CCNc1ncnc2c1nnn2C	7%
-1%	3%	O=C(COc1ccccc1Cl)NCCCN1CCOCC1	-9%
3%	6%	CCn1c(=O)c(=O)[nH]c2cc(C(=O)NC3CCCC3)ccc21	-2%

The final 3 records of the part before lead into the next:
FEN1 inh	N370S GC mod	smiles	GCN5L2 inh
-9%	.	CCNc1ncnc2c1nnn2C	7%
-1%	3%	O=C(COc1ccccc1Cl)NCCCN1CCOCC1	-9%
3%	6%	CCn1c(=O)c(=O)[nH]c2cc(C(=O)NC3CCCC3)ccc21	-2%
24%	.	COc1ccccc1OCCn1c(NC(=O)c2ccccc2)nc2ccccc21	-6%
-2%	-3%	Cc1cc(-c2nn(-c3ccccc3F)cc2CN2CCCC(CO)C2)c(C)s1 (stereo not drawn)	-5%
0%	.	Cc1ccc(NC(=O)CN2C(=O)CCc3cc(S(=O)(=O)N4CCCCC4)ccc32)cc1N(C)C	9%
-10%	.	Cc1ccc(Cl)cc1N1CCN(S(=O)(=O)c2ccc3[nH]c4c(c3c2)CCCCC4)CC1	15%
7%	3%	CN1CCN(C(=O)Nc2cccc(-c3ccccc3)c2)CC1	-11%
-1%	-11%	COc1ccc(S(=O)(=O)NCC(c2ccc3c(c2)OCO3)N2CCOCC2)cc1 (stereo not drawn)	-7%
-3%	-12%[2.35 µM]	O=C(COC(=O)c1cccc(S(=O)(=O)N2CCOCC2)c1)Nc1ccc2c(c1)OCO2	-2%
14%	?	COc1ccc(/C=N/Nc2nc(N3CCCCC3)nc(N3CCCCC3)n2)cc1[N+](=O)[O-]	-13%
2%	13%	CCCCCC(=O)Nc1ccccc1N1CCN(c2ccccc2)CC1	2%
-12%	.	O=C1CN(C(=O)COc2ccc(Cl)cc2)C(c2ccc(F)cc2)c2cc(Br)ccc2N1 (stereo not drawn)	-20%
-3%	.	CCOc1ccc(NC(=O)CC2C(=O)N(c3ccccc3)C(=O)N2CCc2ccc(OC)cc2)cc1 (stereo not drawn)	-3%
-7%	.	O=C(COCc1cc(-c2cccs2)on1)Nc1cc(Cl)ccc1O	1%

Other compounds
FEN1 inh	N370S GC mod	smiles	GCN5L2 inh
-7%	5%	O=C(NCCNc1ccc([N+](=O)[O-])cc1C(F)(F)F)c1ccccc1	2%
30%	7%	O=C(NCc1ccccc1)c1cnsn1	-4%
-8%	4%	CCOC(=O)C1=C(O)/C(=C\c2cccc(OC)c2)N=C1C	-11%
4%	1%	CCN1CCN(c2nc3c(c(=O)n(C)c(=O)n3C)n2CCSc2nccc(C)n2)CC1	-7%
6%	-10%	Cc1cccc(NC(=S)Nc2ccccn2)c1C	-6%

In the list so far, these contain a Cl atom.
FEN1 inh	N370S GC mod	smiles	GCN5L2 inh
-5%	-5%	CN(Cc1ccc(Cl)cc1Cl)C(=O)CN1C(=O)NC2(CCCC2)C1=O	-4%
3%	-14%	O=C(NCCN1CCOCC1)c1ccc(Cl)c(S(=O)(=O)N2CCCC2)c1	-2%
-19%	.	COc1cccc(Cn2cc(C(=O)c3ccc(Cl)cc3)c(=O)c3ccccc32)c1	-3%
-6%	-1%	O=C(O)c1[nH]c2ccccc2c1C=NCc1ccccc1Cl	2%
-12%	-3%	COc1ccc(-n2nc(C(=O)NCC(=O)NCC3CCCO3)c3ccccc3c2=O)cc1Cl (stereo not drawn)	4%
3%	0%	CC1(C)Cc2nc3oc4c(=O)n(CC(=O)Nc5ccc(Cl)cc5)cnc4c3cc2CO1	-18%
-8%	-2%	CC(NC(=O)c1cc(S(=O)(=O)N(C)C)ccc1Cl)c1ccc(-n2ccnc2)cc1 (stereo not drawn)	-20%
-13%	-10%	Nc1nc(-c2ccc(Cl)cc2)c(N=Nc2ccc(S(=O)(=O)N3CCOCC3)cc2)s1	2%
4%	-3%	COc1ccc(N2CCN(C(=O)c3cc(N4C(=O)C5C6CCC(C6)C5C4=O)ccc3Cl)CC2)cc1 (stereo not drawn)	3%
-36%	.	Cc1cccc(-n2ncc(C(=O)N3CCN(c4ccc(Cl)cc4)CC3)c2C2CCN(C(=O)OC(C)(C)C)CC2)c1	-5%
4%	.	COc1ccccc1NC(=O)CSc1nc(-c2cccc(Cl)c2)nc2c1Cc1c(CO)cnc(C)c1O2	0%
19%	-12%	CN(Cc1ccccc1)C(=O)C1CCCN(Cc2ccc(Cl)cc2)C1 (stereo not drawn)	-1%
-18%	1%	Clc1ccccc1CN1CCSCC1	-11%
12%	-2%	CC(NC(=O)c1ccc(Cl)cc1)c1nnc(SCC(=O)NC2=NCCS2)n1C (stereo not drawn)	-1%
-1%	3%	O=C(COc1ccccc1Cl)NCCCN1CCOCC1	-9%
-10%	.	Cc1ccc(Cl)cc1N1CCN(S(=O)(=O)c2ccc3[nH]c4c(c3c2)CCCCC4)CC1	15%
-12%	.	O=C1CN(C(=O)COc2ccc(Cl)cc2)C(c2ccc(F)cc2)c2cc(Br)ccc2N1 (stereo not drawn)	-20%
-7%	.	O=C(COCc1cc(-c2cccs2)on1)Nc1cc(Cl)ccc1O	1%
